Compound activity (PubChem)
CR mimetic SO: yeast age-related superoxide inhibition as caloric restriction mimetic. superoxide response (% of plate mean), % at 10 µM. S. cerevisiae aged cells, superoxide DHE fluorescence; hits give low values. hit rate 0.18% among 330,000. AID 2690;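 active means superoxide response under a set limit, about three screen SD below normal, cut at about 65% in these data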;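 further: yeast aged for seven days with compound at 30 °C before DHE staining; 100% = average MFI of all compound-treated wells on the plate with controls excluded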
RPL19A TOR yeast: alters RPL19A-GFP fluorescence in TOR pathway yeast screen. S. cerevisiae RPL19A-GFP strain, flow cytometry, 3 h; hits give low values. percent response vs DMSO, % at 10 µM. hit rate 0.3% among 330,000;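 active means percent response vs DMSO below 50%; inconclusive means fewer than 70 events counted for the yeast strain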;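 further: median channel GFP fluorescence of the barcoded RPL19A-GFP strain; ratio of sample median GFP to plate DMSO average so 100% = DMSO; lower means less RPL19A-GFP as with rapamycin TOR inhibition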
MEP2 TOR yeast: modulators of TOR pathway MEP2-GFP in S. cerevisiae; hit rate 0.51% among 330,000; S. cerevisiae MEP2-GFP strain, flow cytometry GFP, 3 h; 100% = DMSO control level; GFP response vs DMSO, % at 10 µM;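 active means GFP response versus DMSO above a set limit, roughly screen mean plus 3 SD, cut at about 180% in these data; inconclusive means fewer than 70 cells counted for a yeast strain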;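 further: median GFP fluorescence of the barcode-gated MEP2-GFP cells per well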
procasp3 activ: activates human procaspase-3; P42574; recombinant procaspase-3 D3A, Ac-DEVD-pNA absorbance 405 nm; activation, % at 8.5 µM; hit rate 0.11% among 330,000; AID 463141;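 active means activation above the mean of all tested compounds plus 3 SD, cut at about 21% in these data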;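 further: 0% = DMSO alone and 100% = DMSO wells spiked with extra 5 µM PC-3 D3A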
Target sequence (P42574 whole entry D9A/D28A/D175A): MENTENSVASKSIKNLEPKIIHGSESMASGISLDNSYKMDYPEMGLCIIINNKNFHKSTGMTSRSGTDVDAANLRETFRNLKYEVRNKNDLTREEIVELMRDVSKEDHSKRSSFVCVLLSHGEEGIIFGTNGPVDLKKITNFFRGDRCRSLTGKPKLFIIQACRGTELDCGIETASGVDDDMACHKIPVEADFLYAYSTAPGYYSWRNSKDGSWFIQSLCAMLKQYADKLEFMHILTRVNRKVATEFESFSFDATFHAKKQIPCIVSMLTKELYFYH
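Compound: 8.5 µM single point, 0.8% DMSO / Material: Autoprocessing-dead procaspase-3 D3A mutant enzyme / Timing: 1 h preincubation plus 2 h reaction at 25 °C / Medium: Zinc-free HEPES/NaCl buffer with 0.01% Triton X-100 at pH 7.4 / Technique: 405 nm absorbance of p-nitroaniline, reads at 0 and 120 min / Repeats: one well per compound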
JMJD2C inh: blocks human GASC-1 demethylase activity. GST-JMJD2C(1-420) H3K9me3 demethylation, DELFIA europium. inhibition, % at 2.35 µM. hit rate 0.069% among 330,000. AID 2099;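 active means more than half of a compound's replicate wells show inhibition beyond 50%, single wells judged on their own value; inconclusive means some, but no more than half, of replicates pass 50% inhibition; inactive means no replicate passes 50% inhibition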;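 further: signal counts dimethyl H3K9 product captured on neutravidin plate; 0% = median of DMSO wells and 100% = 0.3 times that DMSO median; strong numbers were not always called active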
Target sequence (Q9H3R0 1-420 limits assumed): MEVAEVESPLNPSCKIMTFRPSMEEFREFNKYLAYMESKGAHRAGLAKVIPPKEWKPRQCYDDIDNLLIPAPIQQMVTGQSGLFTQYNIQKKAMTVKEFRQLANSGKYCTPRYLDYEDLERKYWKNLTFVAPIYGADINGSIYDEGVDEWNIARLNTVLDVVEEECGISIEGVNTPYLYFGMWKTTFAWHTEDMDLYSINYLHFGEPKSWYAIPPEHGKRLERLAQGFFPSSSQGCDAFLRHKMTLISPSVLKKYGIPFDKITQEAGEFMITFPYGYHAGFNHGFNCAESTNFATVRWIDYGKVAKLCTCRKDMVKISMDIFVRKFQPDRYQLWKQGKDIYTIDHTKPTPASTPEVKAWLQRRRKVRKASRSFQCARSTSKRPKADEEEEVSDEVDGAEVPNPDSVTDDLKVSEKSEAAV
AHR act: activates the human aryl hydrocarbon receptor; AID 2796; P35869; hit rate 2.5% among 320,000; AHR-responsive luciferase reporter cells, luminescence; activation, % at 5 µM; in the data active means activation above about 47%;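 further: 0% = vehicle wells and 100% = reference agonist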
LAP4-GFP MLPCN: modulators of TOR pathway LAP4-GFP in S. cerevisiae; hit rate 0.34% among 320,000; S. cerevisiae LAP4-GFP multiplex, flow cytometry GFP, 3 h; median GFP as percent of DMSO wells; GFP response vs DMSO, % at 10 µM;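 active means GFP response vs DMSO above a set limit, about the screen mean plus 3 SD, cut at about 150% in these data; inconclusive means under 70 cell events counted for the yeast strain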
procasp7 counter: counter-screen for procaspase-3 activators: activators of human procaspase-7; recombinant procaspase-7, Ac-DEVD-pNA absorbance 405 nm; D23A/D198A/D206A triple mutant, cannot self-cleave; scale: DMSO 0, 5 µM enzyme 100; activation, % at 8.5 µM; hit rate 0.093% among 330,000;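 active means percent activation above the screen-wide mean plus 3 SD, cut at about 25% in these data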
Target sequence (P55210 whole entry D23A/D198A/D206A): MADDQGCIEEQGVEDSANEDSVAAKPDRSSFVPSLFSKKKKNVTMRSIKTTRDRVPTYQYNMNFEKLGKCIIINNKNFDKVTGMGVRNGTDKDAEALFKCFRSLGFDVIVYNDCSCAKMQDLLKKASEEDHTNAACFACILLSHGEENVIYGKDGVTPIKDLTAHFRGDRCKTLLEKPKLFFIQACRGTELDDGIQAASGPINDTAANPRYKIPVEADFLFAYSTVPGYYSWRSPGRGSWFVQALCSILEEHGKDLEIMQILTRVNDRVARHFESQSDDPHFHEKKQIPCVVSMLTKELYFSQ
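Replicates: singlicate. Assay system: Procaspase-7 triple mutant (PC-7 D3A). Signal: 405 nm absorbance of p-nitroaniline. Times: 1 h preincubation, 2 h reaction. Buffer or medium: Zinc-free HEPES pH 7.4 with 300 mM NaCl, 0.01% Triton X-100. Also added: DEVD-pNA substrate. Benchmarks: DMSO wells as 0%, DMSO with 5 µM added PC-7 as 100%.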
The depositor's hits bear a star; i = inactive; ? = inconclusive; . = not tested or not shown; [ ] = dose if it differs, or a comment.

Every second line gives: CR mimetic SO | RPL19A TOR yeast | MEP2 TOR yeast | procasp3 activ | JMJD2C inh | AHR act | LAP4-GFP MLPCN | procasp7 counter
Cc1cc(=O)oc(C)c1C(=O)Nc1c(C)n(C)n(-c2ccccc2)c1=O
→ 114 | 97 | 102 | -1 | -25 | 0 | 91 | -1
COc1ccc(F)cc1C(=O)COC(=O)c1n[nH]c(=O)c2ccccc12
→ 91 | 97 | 95 | -5 | -3 | 3 | 94 | 0
COC(=O)CC(CP(=O)(O)CN(C)C=O)C(=O)OC (stereo not given)
→ 116 | 101 | 106 | -9 | 15 | -3 | 112 | 4
COc1cccc(NC(=O)N2CCCC2C(=O)Nc2ccc3c(c2)OCO3)c1 (stereo not given)
→ 97 | 96 | 101 | -5 | -4 | 0 | 94 | 8
O=C(Nc1nc(-c2ccc(F)cc2)cs1)C1CCN(C(=O)c2ccc(F)cc2)CC1
→ 99 | 93 | 93 | 6 | 5 | 8 | 105 | 1
COc1cccc(C(=O)Oc2cc(C)[nH]c(=O)c2[N+](=O)[O-])c1OC
→ 82 | 98 | 103 | 1 | -2 | -1 | 101 | -2
O=[n+]1cc(-c2cccc3ccccc23)n([O-])c2c1CCC2
→ 102 | 100 | 100 | 14 | -12 | 2 | 102 | -6
CCOCCCn1c(=S)[nH]c2cc(C(=O)N3CCC(C(N)=O)CC3)ccc2c1=O
→ 99 | 98 | 95 | 15 | -18 | 0 | 100 | -6
CCOC(=O)C1CN(C(C)(C)C)C(=O)C1=O (stereo not given)
→ 104 | 106 | 101 | -6 | 3 | 3 | 94 | -6
Cc1nc(-c2ccccc2)nc2[nH]ccc(=O)c12
→ 101 | 99 | 102 | -3 | 8 | 17 | 102 | -5
O=S(=O)(c1ccccc1)N1CCN(S(=O)(=O)c2ccccc2)C1
→ 92 | 100 | 101 | 11 | 1 | 3 | 91 | 9
CC(=O)NC(NC(=S)Nc1ccc(N=Nc2ccccc2)cc1)C(Cl)(Cl)Cl (stereo not given)
→ 93 | 102 | 102 | 0 | -1 | 2 | 97 | 0
[N-]=[N+]=NC[C@H](Cc1ccccc1)N1CC[C@@H](OCc2ccccc2)CCC1=O
→ 100 | 97 | 90 | -1 | 5 | 0 | 102 | 1
CC(C)C(=O)Nc1ccccc1C(=O)N/N=C/c1ccc([N+](=O)[O-])cc1
→ 100 | 99 | 100 | 1 | -1 | 14 | 107 | 3
CCn1c(=O)c2c(n3cnnc13)-c1ccccc1CC21CCCCC1
→ 115 | 91 | 104 | -1 | 0 | -1 | 96 | 9

Carrying on:
Every second line gives: CR mimetic SO | RPL19A TOR yeast | MEP2 TOR yeast | procasp3 activ | JMJD2C inh | AHR act | LAP4-GFP MLPCN | procasp7 counter
COc1ccc(CCN(C)C(=O)CCNS(=O)(=O)c2ccccc2C(F)(F)F)cc1OC
→ 108 | 90 | 97 | 10 | 3 | 2 | 88 | -7
COCCCn1c(=O)c2sccc2n2c(CCCC(=O)NCc3ccccc3)nnc12
→ 117 | 100 | 105 | 15 | -6 | -1 | 96 | 8
C[n+]1ccc(/C=N/Nc2nc(Cl)c(C#N)c(Cl)c2Cl)cc1
→ 103 | 98 | 103 | -10 | 13 | 4 | 110 | -1
Cc1ccc(CSCC(=O)N(C)CC(=O)Nc2c(Cl)cccc2Cl)cc1
→ 90 | 100 | 103 | 9 | 6 | 0 | 101 | 7
O=C(Nc1ccccc1)/C(=C/c1ccccc1)NC(=O)c1ccco1
→ 95 | 96 | 98 | -8 | -1 | 3 | 100 | -1
S=c1[nH]nc(-c2ccc(Br)o2)n1Cc1ccccc1
→ 107 | 111 | 111 | -20 | -3 | 2 | 96 | -21
O=S(=O)(/N=C(\c1ccc(Cl)cc1)N1CCOCC1)c1ccccc1
→ 109 | 101 | 104 | -5 | -3 | 0 | 95 | 2
Cc1ccc(CNC(=S)Nc2ccc(NS(=O)(=O)c3ccc(C)cc3)cc2)cc1
→ 99 | 96 | 89 | . | 2 | . | 66 | .
CN(Cc1ccon1)C(=O)CCc1nnc(CCCCc2ccccc2)o1
→ 97 | 102 | 98 | 10 | -15 | 2 | 93 | 6
COc1ccc2c(=O)c(Oc3ccc(C(=O)O)cc3)c(C(F)(F)F)oc2c1
→ 134 | 96 | 96 | -4 | 2 | -5 | 95 | -3
CCOc1ccc(C(=O)NCC(=O)N2CCN(c3ccc(C(F)(F)F)cn3)CC2)cc1
→ 89 | 101 | 100 | 2 | 9 | 1 | 100 | 14
Cc1cccc(CC(=O)NCCN2CCCCC2)c1
→ 101 | 105 | 106 | 9 | 12 | -1 | 92 | 0
COc1ccc(CC(NC(C)=O)C(=O)NC2CCN(S(=O)(=O)c3ccc(NC(C)=O)cc3)CC2)cc1OC (stereo not given)
→ 94 | 101 | 102 | -2 | 11 | -1 | 100 | 4
O=C(CCC(=O)N1CCOc2ccccc21)NCCCc1ccccc1
→ 113 | 99 | 101 | 8 | 2 | 1 | 100 | -2
CN(C(=O)c1ccno1)c1nnc(-c2ccccn2)s1
→ 108 | 96 | 104 | -1 | i | 1 | 107 | 0

Among those listed so far, 2 contain a furan ring, fused or not:
Every second line gives: CR mimetic SO | RPL19A TOR yeast | MEP2 TOR yeast | procasp3 activ | JMJD2C inh | AHR act | LAP4-GFP MLPCN | procasp7 counter
O=C(Nc1ccccc1)/C(=C/c1ccccc1)NC(=O)c1ccco1
→ 95 | 96 | 98 | -8 | -1 | 3 | 100 | -1
S=c1[nH]nc(-c2ccc(Br)o2)n1Cc1ccccc1
→ 107 | 111 | 111 | -20 | -3 | 2 | 96 | -21

More results follow:
Every second line gives: CR mimetic SO | RPL19A TOR yeast | MEP2 TOR yeast | procasp3 activ | JMJD2C inh | AHR act | LAP4-GFP MLPCN | procasp7 counter
COc1ccc(/C=N/NC2=NS(=O)(=O)c3ccccc32)cc1OC(C)=O
→ 95 | 100 | 102 | 1 | -18 | 0 | 82 | 9
COc1cccc(/C=N/c2oc(-c3ccccc3)cc2C#N)c1O
→ 97 | 100 | 100 | -10 | 4 | 6 | 107 | -4
CCOC(=O)c1oc2ccccc2c1COC(=O)CNC(=O)c1cc(OC)c(OC)c(OC)c1
→ 101 | 95 | 99 | 6 | -7 | 1 | 95 | 5
CCN(C(=O)Cn1cc(C(C)=O)c2ccccc21)c1ccccc1
→ 102 | 104 | 104 | -6 | 5 | 3 | 92 | -5
N#Cc1c(NC(=O)c2ccncc2)sc2c1CCC2
→ 91 | 98 | 100 | -4 | 0 | 5 | 106 | -13
CC1Oc2ccccc2N(CC(=O)NC2CC2)C1=O (stereo not given)
→ 83 | 97 | 95 | 4 | -22 | -1 | 83 | -3
COc1cc2c(cc1OC)C1=C(C#N)CC/C(=N\S(=O)(=O)c3cccc(Cl)c3)N1CC2
→ 101 | 99 | 99 | -6 | 2 | 3 | 102 | -5
COc1cc(C(=O)NCC(=O)N/N=C/c2ccc(OC(=O)c3ccco3)cc2)cc(OC)c1OC
→ 92 | ? | ? | -2 | 2 | -1 | 113[may fluoresce red and violet] | 14
CN(C)CCCNC(=O)c1cc(C(=O)c2cccc(Cl)c2Cl)c[nH]1
→ 95 | 104 | 111 | 3 | -9 | 0 | 98 | 20
CCCn1c2ccccc2c2nnc(SCC(=O)OCC)nc21
→ 112 | 106 | 102 | -7 | 1 | 4 | 100 | 8
O=C(Nc1ccc(F)cc1)OCCOc1ccc([N+](=O)[O-])cc1
→ 111 | 103 | 100 | 0 | -9 | -1 | 94 | -9
O=C(O)c1ccc(NS(=O)(=O)c2ccc(Cl)c(C(=O)Nc3ccccc3)c2)cc1
→ 98 | 102 | 99 | -9 | 6 | 0 | 86 | 5
c1csc(Cc2nn3c(-c4ccncc4)nnc3s2)c1
→ 98 | 115 | 104 | -6 | -7 | 3 | 108 | -9
CC(=O)NC(CCS(C)(=O)=O)C(=O)Nc1cccc(C)c1C (stereo not given)
→ 91 | 104 | 106 | 10 | -3 | 1 | 104 | 8
CCCCCCCCCCCCN1[C@@H](CC(=O)O)c2cc(F)ccc2S1(=O)=O
→ 94 | 101 | 90 | -1 | -8 | 2 | 121 | 10

2 compounds from above, limited to procasp7 counter and MEP2 TOR yeast.
molecule,procasp7 counter,MEP2 TOR yeast
COc1cc2c(cc1OC)C1=C(C#N)CC/C(=N\S(=O)(=O)c3cccc(Cl)c3)N1CC2,-5,99
COc1cc(C(=O)NCC(=O)N/N=C/c2ccc(OC(=O)c3ccco3)cc2)cc(OC)c1OC,14,?

Other compounds follow:
Every second line gives: CR mimetic SO | RPL19A TOR yeast | MEP2 TOR yeast | procasp3 activ | JMJD2C inh | AHR act | LAP4-GFP MLPCN | procasp7 counter
COc1cc(/C=N/NC(=O)C(C)Nc2n[nH]c(=O)[nH]c2=O)cc(OC)c1O (stereo not given)
→ 98 | 113 | 90 | -10 | 12 | -1 | 74 | -3
O=C(OC(C(=O)NC1CCCC1)c1ccccc1F)c1ccco1 (stereo not given)
→ 115 | 97 | 98 | -2 | -17 | 4 | 99 | -3
COc1ccc(N(C(=O)CNC(=O)c2ccco2)C(C(=O)NC2CCCCC2)c2cccnc2)cc1 (stereo not given)
→ 101 | 101 | 107 | 2 | 1 | 1 | 93 | 3
COc1ccc(CCN2CCCn3c2nc2c3c(=O)n(CC(N)=O)c(=O)n2C)cc1OC
→ 106 | 106 | 106 | . | 1 | . | 90 | .
O=C(NCc1ccccn1)Nc1cccc([N+](=O)[O-])c1
→ 112 | 100 | 97 | 2 | 2 | 3 | 97 | -2
COC(=O)Nc1sc2c(c1C(N)=O)CCC(C)C2 (stereo not given)
→ 111 | 102 | 95 | -31 | 17 | 8 | 108 | -42
CC1(C)CC(=O)C2=C(C1)N(c1cccc(Cl)c1)C(=O)NC2(C(F)(F)F)C(F)(F)F
→ 100 | 100 | 103 | 4 | -2 | 2 | 96 | -8
CCCn1c(N)c(C(=O)CSc2nc3ncc(Cl)cc3[nH]2)c(=O)n(C)c1=O
→ 107 | 96 | 96 | -1 | -2 | 2 | 95 | 2
COc1ccc(C(=O)COC(=O)C(CCSC)NC(=O)COc2ccccc2)cc1 (stereo not given)
→ 96 | 105 | 102 | 4 | -4 | 0 | 121 | 8
CC1CN(C(=O)C(c2ccccc2)c2ccccc2)CC(C)O1 (stereo not given)
→ 115 | 97 | 96 | -3 | 4 | -1 | 85 | 1
CCOC(=O)C1=C(C)N=C(/N=C/N(C)C)SC1c1ccccc1 (stereo not given)
→ 92 | 96 | 100 | -6 | -10 | 1 | 97 | -4
COc1ccc(S(=O)(=O)N2CCN(c3ccccc3)CC2)cc1C(=O)N1CCCC1
→ 99 | 101 | 99 | -8 | -4 | -1 | 100 | -11
CC1CN(c2oc(-c3ccco3)nc2S(=O)(=O)c2ccccc2)CC(C)O1 (stereo not given)
→ 109 | 99 | 97 | -20 | -5 | 1 | 90 | -8
C=CCC[C@H](Cc1ccc(F)cc1)C(=O)OC[C@H](Cc1c[nH]c2ccccc12)NC(=O)[C@@H](CC=C)CC(=O)N[C@H](CO)Cc1ccccc1
→ 77 | 97 | 107 | 5 | -56 | 0 | 89 | 19
COc1ccc(NC(=O)Nc2ccc(C(C)C)cc2)cc1
→ 101 | 102 | 112 | -3 | 1 | 3 | 95 | -16
